# Assay outcomes (PubChem)
# MIN6 prolif: MIN6 beta-cell proliferation induction | MIN6 cells proliferation, ATPlite luminescence, 48 h; cells starved in 0.2% serum; 100% = growth in 10% serum | proliferation, % at 10 µM | 330,000 compounds, 0.29% hits | AID 2380;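 active = compounds whose signal lies at least 3.5 SD above the mean of all wells on their plate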;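 also: 0% = DMSO-treated cells in low-serum medium and 100% = 10% serum control; some compounds called inactive have numbers as strong as hits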
# A3A deaminase: blocks human APOBEC3A ssDNA deamination. 330,000 compounds, 0.41% hits. AID 493011. P31941. inhibition, % at 20 µM. recombinant A3A, FAM/TAMRA ssDNA deamination fluorescence;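 active = at least 40% inhibition at 20 µM here, with at most 30% in a related deaminase screen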;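 also: plate controls were A3A with DMSO for no effect and wells lacking A3A enzyme for full effect; some results filed as inactive read as strong as hits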
# Target sequence (P31941 whole entry, looked up): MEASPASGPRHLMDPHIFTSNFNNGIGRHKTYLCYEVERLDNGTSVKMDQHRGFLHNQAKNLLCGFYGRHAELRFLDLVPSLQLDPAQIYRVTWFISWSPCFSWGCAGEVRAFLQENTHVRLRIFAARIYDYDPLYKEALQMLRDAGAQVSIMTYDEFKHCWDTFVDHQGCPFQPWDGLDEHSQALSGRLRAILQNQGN
# GRIN3A LBD mod: modulators (binders) of human NR3A ligand-binding domain; NR3A LBD differential scanning fluorimetry, Tm shift; 0% = protein alone, 100% = glycine-bound protein; Tm shift relative to glycine control, % at 25 µM; 340,000 compounds, 2.5% hits; AID 1259313;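 active = melting temperature shift of at least 10% of the positive control shift, at one fixed dose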
# APOBEC3G inh: inhibitors of human APOBEC3G DNA deaminase. 330,000 compounds, 0.28% hits. AID 493012. recombinant A3G, ssDNA deamination FAM/TAMRA fluorescence. Q9HC16. inhibition, % at 20 µM;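 active = inhibition of at least 40% at 20 µM, with no more than 30% in the related APOBEC3A deaminase screen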;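 also: plate controls were DMSO wells with A3G for no effect and wells lacking A3G enzyme for full effect; some compounds called inactive have numbers as strong as hits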
# hIAP block: blocks human intestinal alkaline phosphatase. P09923. purified IAP, CDP-Star luminescence, 30 min. inhibition, % at 10 µM. 330,000 compounds, 0.12% hits. AID 2544;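 active = inhibition reaching a set limit with compound at 10 µM in the primary screen, cut at about 35% in these data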;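 also: plate controls were DMSO wells with enzyme for no effect and no-enzyme buffer wells for full effect; values of inactives mirror those of a sister screen read the other way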
# Target sequence (P09923 whole entry, looked up): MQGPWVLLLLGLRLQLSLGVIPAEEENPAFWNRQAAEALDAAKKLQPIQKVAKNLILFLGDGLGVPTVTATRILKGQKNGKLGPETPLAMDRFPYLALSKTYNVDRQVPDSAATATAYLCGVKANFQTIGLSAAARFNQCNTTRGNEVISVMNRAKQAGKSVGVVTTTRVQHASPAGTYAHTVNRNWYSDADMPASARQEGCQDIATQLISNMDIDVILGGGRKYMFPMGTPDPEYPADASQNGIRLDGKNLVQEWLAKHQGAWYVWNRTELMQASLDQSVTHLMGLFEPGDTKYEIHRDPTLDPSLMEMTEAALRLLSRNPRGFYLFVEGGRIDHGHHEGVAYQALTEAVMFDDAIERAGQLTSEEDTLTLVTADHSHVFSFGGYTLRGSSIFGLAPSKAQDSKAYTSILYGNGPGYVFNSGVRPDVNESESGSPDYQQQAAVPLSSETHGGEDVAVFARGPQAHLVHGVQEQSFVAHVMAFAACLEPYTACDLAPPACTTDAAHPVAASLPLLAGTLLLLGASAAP
# mIAP inh: mouse IAP inhibition | AID 2806 | inhibition, % at 10 µM | purified mouse IAP, CDP-Star luminescence, 30 min | 330,000 compounds, 0.2% hits;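 active = inhibition of at least 40% at 10 µM in the primary screen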;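 also: plate controls were DMSO with enzyme for no effect and no enzyme wells for full effect; values of inactives mirror those of a sister screen read the other way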
# mIAP activ: mouse IAP activation. muIAP, CDP-Star luminescence, 30 min; stronger effect = higher value; 1 = vehicle-only enzyme signal, 0 = enzyme-free wells. activation factor at 10 µM. 330,000 compounds, 0.24% hits. AID 2805;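 active = activation factor of at least 2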; also: the source names both 10 and 20 µM as test concentration; values of inactives mirror those of a sister screen read the other way
#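 System: Mouse IAP enzyme | Also added: CDP-Star substrate | Dosing: Compounds dispensed in DMSO | Schedule: 30 min enzyme-substrate-compound incubation at room temperature | Technique: Chemiluminescence readout | Control set: DMSO-only wells and no-enzyme negative control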
# MPTP block: inhibitors of mitochondrial permeability transition pore; inhibition, % at 10 µM; isolated mouse mitochondria, Ca2+ swelling absorbance, 30 min; AID 602449; 360,000 compounds, 1.4% hits;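 active = inhibition of 50% or more, scaled per plate between neutral and stimulator controls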;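 also: 0% = DMSO wells given calcium and 100% = 1 mM EGTA wells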
# hIAP activ: human IAP activation; purified human IAP, CDP-Star luminescence, 30 min; stronger effect = higher value; 1 = vehicle-only enzyme, 0 = enzyme-free background; activation factor at 10 µM; 330,000 compounds, 0.16% hits;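 active = activation factor of the enzyme at least 2-fold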; also: the source names both 10 and 20 µM as test concentration; values of inactives mirror those of a sister screen read the other way
# Starred values were filed as active, the others as inactive.
(1) O=C(N1CCN(S(=O)(=O)c2ccc(Cl)cc2)CC1)n1ccnc1
(2) CN1CCN(S(=O)(=O)c2ccc(Oc3ccc(F)cc3Br)nc2)CC1
(3) COc1ccc(C(C)=O)cc1CN1C(=O)NC(c2ccccc2)(c2ccccc2)C1=O
(4) O=C(Nc1cc(S(=O)(=O)N2CCOCC2)ccc1Cl)C1CCC1
(5) Cn1nccc1C(=O)N/N=C/c1ccccc1[N+](=O)[O-]
(6) Cc1nc2sc(C(N)=O)c(N)c2c(C)c1CC(=O)c1ccccc1
entry no. | 1 | 2 | 3 | 4 | 5 | 6
MIN6 prolif | 0 | -4 | -2 | 1 | -5 | 0
A3A deaminase | 3 | 6 | 6 | 0 | -3 | -2
GRIN3A LBD mod | 0 | 0 | -2 | 2 | 2 | 1
APOBEC3G inh | 2 | 2 | 3 | -5 | -11 | -8
hIAP block | 5 | 9 | -4 | 8 | -3 | 9
mIAP inh | 4 | 5 | -4 | -2 | 0 | 12
mIAP activ | 0.96 | 0.95 | 1 | 1 | 0.99 | 0.88
MPTP block | -2.1 | 0.9 | 0.9 | -1.9 | 0.0 | 0.1
hIAP activ | 0.95 | 0.91 | 1 | 0.92 | 1 | 0.91

(7) CCOC(=O)CSc1nnc(NCC(=O)OC(C)C)c(=O)[nH]1
(8) C=CCn1c(N2CCCC2)nc2c1c(=O)n(C)c(=O)n2C
(9) O=C(COc1ccc(-c2nnco2)cc1)Nc1cc([N+](=O)[O-])ccc1F
(10) Cc1ccc(Nc2nnc(-c3ccc(N4CCOCC4)c([N+](=O)[O-])c3)c3ccccc23)cc1
(11) CCCOP(=O)(c1ccc(N(C)C)cc1)C(O)c1ccncc1 (stereo unspecified)
(12) CC(C)=CCc1c(O)ccc2c1OC(c1ccc(O)c(O)c1)CC2=O (stereo unspecified)
entry no. | 7 | 8 | 9 | 10 | 11 | 12
MIN6 prolif | -1 | -2 | -1 | -6 | 4 | -3
A3A deaminase | -5 | -3 | -4 | -1 | -3 | -3
GRIN3A LBD mod | -1 | 0 | -1 | -4 | 1 | -4
APOBEC3G inh | 3 | 15 | -4 | -4 | -6 | -11
hIAP block | -11 | -19 | -7 | -57 | 8 | 68*
mIAP inh | 9 | 0 | 8 | 12 | -5 | 32
mIAP activ | 0.91 | 1 | 0.92 | 0.88 | 1.1 | 0.68
MPTP block | 63* | 0.9 | -1.7 | 8.5 | -0.6 | 2.7
hIAP activ | 1.1 | 1.2 | 1.1 | 1.6 | 0.92 | 0.32

(13) O=C(Nc1nncs1)c1cccc(S(=O)(=O)N2CCCCC2)c1
(14) CC(=O)NCCc1ccc(C(=O)Cn2cnc3ccccc3c2=O)cc1
(15) CC(C)(C)OC(=O)N1CCC(c2c(C(=O)NC3CC3)cnn2-c2ccc(Cl)cc2)CC1
(16) O=C(C1CCCN(C2CC(=O)N(c3ccc(F)cc3)C2=O)C1)N1CCCC1 (stereo unspecified)
(17) CCCC(=O)N/C(N)=N/c1nc2ccccc2o1
(18) COC(=O)c1ccc(NC(CC(C)C)C(=O)OC)c([N+](=O)[O-])c1 (stereo unspecified)
entry no. | 13 | 14 | 15 | 16 | 17 | 18
MIN6 prolif | 0 | 0 | 0 | -2 | -1 | -1
A3A deaminase | 0 | 2 | -4 | -5 | 0 | 1
GRIN3A LBD mod | 7 | 1 | -1 | 5 | 1 | 9
APOBEC3G inh | -4 | -4 | -6 | -8 | 1 | -1
hIAP block | 4 | 0 | -12 | 4 | -14 | 0
mIAP inh | -5 | 7 | 6 | 10 | 2 | 1
mIAP activ | 1.1 | 0.93 | 0.94 | 0.91 | 0.98 | 0.99
MPTP block | -1.7 | 0.1 | 8.9 | -0.5 | -1.8 | -0.5
hIAP activ | 0.96 | 1 | 1.1 | 0.96 | 1.1 | 1

(19) CC(=O)Nc1ccc(NC(=O)CSc2nnc(-c3cccs3)n2N)cc1
(20) COc1ccccc1N=C1NC(=O)/C(=C/c2ccc(N(C)C)cc2)S1
(21) CN(c1ccccc1)S(=O)(=O)c1ccc(Cl)c(C(=O)Nc2nn[nH]n2)c1
(22) O=C(O)C1C2C=CC(C2)C1C(=O)NCc1ccccc1F (stereo unspecified)
(23) CC1=C(C(=O)OCC2CCCO2)C(c2ccc(C)cc2)C2=C(CC(C)(C)CC2=O)N1 (stereo unspecified)
(24) COc1ccc(S(=O)(=O)N(CC(=O)Nc2ccc3c(c2)OCO3)c2ccccc2OC)cc1
entry no. | 19 | 20 | 21 | 22 | 23 | 24
MIN6 prolif | -2 | -4 | 1 | 0 | -2 | -1
A3A deaminase | 0 | -2 | 7 | -5 | 0 | -3
GRIN3A LBD mod | -1 | -19 | 0 | 4 | 1 | 0
APOBEC3G inh | -10 | -10 | 4 | -2 | -4 | -4
hIAP block | -4 | -37 | -20 | 26 | 1 | -18
mIAP inh | 2 | 12 | -8 | 7 | -2 | -7
mIAP activ | 0.98 | 0.88 | 1.1 | 0.93 | 1 | 1.1
MPTP block | 0.6 | 0.4 | 1.4 | 0.0 | -0.2 | -1.2
hIAP activ | 1 | 1.4 | 1.2 | 0.74 | 0.99 | 1.2

# Overlap with the part before: 4 entries, then new ones.
(21) CN(c1ccccc1)S(=O)(=O)c1ccc(Cl)c(C(=O)Nc2nn[nH]n2)c1
(22) O=C(O)C1C2C=CC(C2)C1C(=O)NCc1ccccc1F (stereo unspecified)
(23) CC1=C(C(=O)OCC2CCCO2)C(c2ccc(C)cc2)C2=C(CC(C)(C)CC2=O)N1 (stereo unspecified)
(24) COc1ccc(S(=O)(=O)N(CC(=O)Nc2ccc3c(c2)OCO3)c2ccccc2OC)cc1
(25) COCc1nnc(NC(=O)c2cccc(NC(=O)C(C)C)c2)s1
(26) O=C(CN1C(=O)NC2(CCCc3ccccc32)C1=O)NC1CCCCC1 (stereo unspecified)
(27) CCS(=O)(=O)N1CCCC(C(=O)NCCCOC)C1 (stereo unspecified)
(28) CCCCOC(=O)Nc1ccc2c(C)cc(=O)oc2c1
(29) CCOc1cc(-c2c(C#N)c(=O)[nH]c3c2c(C)nn3-c2ccc(F)cc2)ccc1O
(30) Nc1c(/C=C2/C=CC(=O)C(O)=C2)c(=O)nc2sc(CC(=O)N3CCCCC3)nn12
entry no. | 21 | 22 | 23 | 24 | 25 | 26 | 27 | 28 | 29 | 30
MIN6 prolif | 1 | 0 | -2 | -1 | -2 | -2 | -4 | 1 | -2 | -3
A3A deaminase | 7 | -5 | 0 | -3 | 5 | 2 | -4 | -5 | 0 | 56
GRIN3A LBD mod | 0 | 4 | 1 | 0 | 0 | 4 | 1 | 0 | -10 | -1
APOBEC3G inh | 4 | -2 | -4 | -4 | 12 | 3 | -5 | -6 | -2 | 48
hIAP block | -20 | 26 | 1 | -18 | 10 | -2 | -6 | 6 | 3 | 54*
mIAP inh | -8 | 7 | -2 | -7 | 7 | -6 | 4 | 5 | 2 | 61*
mIAP activ | 1.1 | 0.93 | 1 | 1.1 | 0.93 | 1.1 | 0.95 | 0.95 | 0.98 | 0.39
MPTP block | 1.4 | 0.0 | -0.2 | -1.2 | -2.9 | -2.2 | -2.1 | 2.1 | 0.2 | 1.3
hIAP activ | 1.2 | 0.74 | 0.99 | 1.2 | 0.9 | 1 | 1.1 | 0.94 | 0.97 | 0.46

(31) CCC(=O)c1ccc(OCC(=O)Nc2ccccc2C(=O)NC2CC2)cc1
(32) Cc1cccc(C)c1NC(=O)CSc1nnc(-c2ccco2)c(-c2ccco2)n1
(33) Cc1onc(-c2c(Cl)cccc2Cl)c1C(=O)NCc1ccccn1
(34) O=C(Nc1cc(S(=O)(=O)N2CCOCC2)ccc1N1CCCC1)c1cccnc1Cl
(35) O=C1CC(NNC(=O)c2ccccc2)C(=O)N1 (stereo unspecified)
(36) C=CCNc1nc(C(=O)OCC(=O)c2cccc(Br)c2)cs1
entry no. | 31 | 32 | 33 | 34 | 35 | 36
MIN6 prolif | 1 | -2 | 3 | -2 | 0 | -5
A3A deaminase | 2 | 87 | 0 | -6 | -1 | 9
GRIN3A LBD mod | -1 | -14 | 1 | 0 | 0 | -1
APOBEC3G inh | -5 | 56 | -7 | -3 | 0 | 0
hIAP block | 8 | -9 | 0 | -16 | 12 | 16
mIAP inh | -6 | 33 | -2 | -4 | 6 | 25
mIAP activ | 1.1 | 0.67 | 1 | 1 | 0.94 | 0.75
MPTP block | 1.0 | -0.9 | -0.8 | -0.1 | -0.7 | -0.7
hIAP activ | 0.92 | 1.1 | 1 | 1.2 | 0.88 | 0.84

# Part of the list above with just GRIN3A LBD mod and A3A deaminase:
nr | mol | GRIN3A LBD mod | A3A deaminase
31 | CCC(=O)c1ccc(OCC(=O)Nc2ccccc2C(=O)NC2CC2)cc1 | -1 | 2
32 | Cc1cccc(C)c1NC(=O)CSc1nnc(-c2ccco2)c(-c2ccco2)n1 | -14 | 87

# Continued:
(37) O=c1[nH]c(-c2ccc(Cl)cc2)nc(=S)[nH]1
(38) CCOC(=O)C1(CC2CCCCO2)CCN(Cc2cn[nH]c2-c2cccc(F)c2)CC1 (stereo unspecified)
(39) Cc1cc(N2C(=O)C(O)=C(C(=O)c3cc4ccccc4o3)C2c2cccs2)no1 (stereo unspecified)
(40) COc1ccc(CCNC(=O)C(=O)c2cn(CC(=O)N3CCOCC3)c3ccccc23)cc1
(41) Cc1nn(Cc2ccccc2)c2sc(C(=O)NCc3cccnc3)cc12
(42) CC(C)C(NC(=O)c1ccc(C(C)(C)C)cc1)C(=O)OCC(=O)NC(=O)Cc1ccccc1 (stereo unspecified)
(43) COc1ccc(-c2ccc3c(c2)O/C(=C\c2ccsc2)C3=O)cn1
(44) CCC(=O)c1ccc(OCCSc2ncccn2)cc1
entry no. | 37 | 38 | 39 | 40 | 41 | 42 | 43 | 44
MIN6 prolif | -2 | -3 | -2 | -3 | 3 | 0 | -1 | -1
A3A deaminase | 2 | -6 | -9 | -4 | -1 | 0 | 0 | -1
GRIN3A LBD mod | -1 | -3 | -6 | 0 | -2 | -3 | -1 | 2
APOBEC3G inh | -1 | -4 | -16 | -3 | -1 | 0 | -4 | -1
hIAP block | -2 | -25 | -2 | 27 | 3 | 3 | 21 | 3
mIAP inh | -2 | -4 | 12 | 8 | -13 | -5 | -11 | -5
mIAP activ | 1 | 1 | 0.88 | 0.92 | 1.1 | 1 | 1.1 | 1
MPTP block | 1.8 | 1.1 | -0.3 | -1.1 | 2.1 | 0.4 | 0.8 | -4.6
hIAP activ | 1 | 1.3 | 1 | 0.73 | 0.97 | 0.97 | 0.79 | 0.97

# Some values from the results shown:
# Value of COc1ccc(CCNC(=O)C(=O)c2cn(CC(=O)N3CCOCC3)c3ccccc23)cc1 in MIN6 prolif: -3
# Value of COc1ccc(-c2ccc3c(c2)O/C(=C\c2ccsc2)C3=O)cn1 in APOBEC3G inh: -4
# Value of CCC(=O)c1ccc(OCCSc2ncccn2)cc1 in hIAP block: 3
# Value of CCOC(=O)C1(CC2CCCCO2)CCN(Cc2cn[nH]c2-c2cccc(F)c2)CC1 (stereo unspecified) in mIAP activ: 1
